From PubChem BioAssay
mut p53 react: restores mutant p53 pathway signaling in SW480 cells; 28,000 tested, 1.5% active; activation, % at 9.98 µM; SW480 PUMA-promoter luciferase, p53 mutant reactivation; in the data active means activation above about 52%; inconclusive means no clear call, values can overlap the other calls
STK33 kin inh: blocks human STK33 kinase activity | Q9BYT3 | ADP-Glo luminescence, MBP substrate | inhibition, % at 12.5 µM | 27,000 tested, 0.44% active | AID 2322; in the data active means inhibition above about 20%; inconclusive means no clear call, values can overlap the other calls
Target sequence (Q9BYT3 whole entry, looked up): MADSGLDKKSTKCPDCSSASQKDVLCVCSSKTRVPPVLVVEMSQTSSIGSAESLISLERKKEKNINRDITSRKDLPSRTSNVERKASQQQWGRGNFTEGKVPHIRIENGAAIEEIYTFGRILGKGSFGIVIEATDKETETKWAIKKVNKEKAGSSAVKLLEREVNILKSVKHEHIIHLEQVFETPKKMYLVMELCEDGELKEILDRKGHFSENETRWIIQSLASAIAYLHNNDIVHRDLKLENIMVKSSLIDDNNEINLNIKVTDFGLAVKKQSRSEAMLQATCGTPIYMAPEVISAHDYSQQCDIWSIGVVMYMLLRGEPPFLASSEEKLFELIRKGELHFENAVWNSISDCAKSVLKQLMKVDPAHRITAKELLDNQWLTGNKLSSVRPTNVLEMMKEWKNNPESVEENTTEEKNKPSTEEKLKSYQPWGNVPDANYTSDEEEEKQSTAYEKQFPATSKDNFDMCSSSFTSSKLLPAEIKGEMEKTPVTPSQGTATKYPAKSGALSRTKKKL
An asterisk follows results filed as active; ? = inconclusive; nt = no result given.

| SMILES | mut p53 react | STK33 kin inh |
| --- | --- | --- |
| Nc1ccc(-c2nnc(SCC(=O)c3ccc(F)cc3)n2-c2ccccc2)cc1 | 23.1 | 2.3 |
| CN1CC(=O)N/C1=N/C(=O)Nc1cccc(Cl)c1 | ? | nt |
| C[C@@H]1CN([C@H](C)CO)C(=O)c2cccc(NS(C)(=O)=O)c2O[C@@H]1CN(C)Cc1ccccc1 | 10.6 | nt |
| O=C(O)CN(c1ccccc1)S(=O)(=O)c1ccc(Cl)cc1 | 11.9 | 0.4 |
| C[C@@H]1CN([C@@H](C)CO)C(=O)c2cccc(NS(=O)(=O)c3ccc(F)cc3)c2O[C@@H]1CN(C)Cc1ccc(-c2ccccc2)cc1 | -4.6 | nt |
| CNC[C@@H]1OCCCC[C@@H](C)Oc2ccc(NC(=O)Nc3ccccc3)cc2C(=O)N([C@H](C)CO)C[C@@H]1C | 5.5 | -2.2 |
| COc1ccc(OC)c(NC(=O)COc2ccc([N+](=O)[O-])cc2)c1 | 23.0 | 2.0 |
| C[C@@H]1CN([C@H](C)CO)C(=O)Cc2cc(NC(=O)Nc3ccc4c(c3)OCO4)ccc2O[C@H]1CN(C)Cc1ccccc1 | nt | -4.3 |
| O=C(CS(=O)(=O)c1ccc2ccccc2c1)c1cc2ccccc2oc1=O | -7.5 | 12.1 |
| CC1(C)O[C@@H]2C[C@H]3[C@@H]4CCC5=CC(=O)CC[C@]5(C)[C@@]4(F)[C@@H](O)C[C@]3(C)[C@]2(C(=O)CCl)O1 | nt | 0.1 |

| SMILES | mut p53 react | STK33 kin inh |
| --- | --- | --- |
| C[C@H]1CN([C@@H](C)CO)S(=O)(=O)c2ccc(/C=C/c3ccccc3)cc2O[C@@H]1CN(C)C(=O)c1ccc2c(c1)OCO2 | -7.2 | nt |
| O=C(Cn1nnc2ccccc21)OCc1ccccc1Cl | 18.1 | 1.5 |
| CCCCC/C=C\C/C=C\CCCCCCCCCC(=O)O | 1.3 | nt |
| CNC[C@@H]1OCCCC[C@@H](C)Oc2ccc(N(C)C)cc2C(=O)N([C@H](C)CO)C[C@H]1C | 1.3 | nt |
| Cc1ccc(S(=O)(=O)N(C)C[C@H]2Oc3ccc(NC(=O)Nc4ccccc4)cc3CC(=O)N([C@@H](C)CO)C[C@@H]2C)cc1 | nt | 0.4 |
| Cc1noc(C)c1S(=O)(=O)Nc1ccc2c(c1)C(=O)N([C@@H](C)CO)C[C@@H](C)[C@@H](CN(C)C)OCCCC[C@@H](C)O2 | -6.0 | nt |
| C/C=C/c1cnc2c(c1)C(=O)N([C@@H](C)CO)C[C@@H](C)[C@@H](CN(C)S(=O)(=O)c1ccccc1)O2 | 6.0 | nt |
| CC(C)NC(=O)N(C)C[C@H]1OCc2cn(nn2)CCCC(=O)N([C@@H](C)CO)C[C@@H]1C | 3.2 | -5.3 |
| C[C@H](CO)N1C[C@H](C)[C@H](CN(C)S(=O)(=O)c2cn(C)cn2)Oc2ccc(NS(=O)(=O)c3cn(C)cn3)cc2CC1=O | 1.9 | 1.1 |
| C[C@@H]1CCCCO[C@H](CN(C)C)[C@@H](C)CN([C@H](C)CO)C(=O)c2cc(N(C)C)ccc2O1 | 5.9 | 2.4 |

| SMILES | mut p53 react | STK33 kin inh |
| --- | --- | --- |
| COc1cccc(S(=O)(=O)N(C)C[C@@H]2OCc3cn(nn3)CCCC(=O)N([C@H](C)CO)C[C@H]2C)c1 | nt | -0.3 |
| C/C(=N\n1c(-c2ccccc2)n[nH]c1=O)c1ccccc1 | -18.7 | nt |
| C[C@H]1CN([C@@H](C)CO)C(=O)CCCn2cc(nn2)CO[C@H]1CN(C)S(=O)(=O)c1ccc(Cl)cc1 | 5.2 | -0.4 |
| CCn1c2c(c3cc(OCc4ccccc4)ccc31)CCCC2=O | nt | 2.1 |
| O=C(NCc1ccco1)C1CC(=O)N(c2ccc(O)cc2)C1 (stereo not drawn) | -3.7 | 4.1 |
| O=C1O[C@H](c2ccccc2)[C@H](c2ccccc2)N2[C@H]1[C@@H](C(=O)N1CCN(c3ncccn3)CC1)[C@]1(C(=O)Nc3ccc(C#CCCO)cc31)[C@H]2c1ccccc1OCCO | nt | 24.1* |
| C[C@@H]1CN([C@H](C)CO)C(=O)c2cc(N(C)C)ccc2O[C@@H]1CN(C)Cc1ccccc1 | 0.0 | nt |
| C[C@H](CO)N1C[C@H](C)[C@H](CN(C)Cc2ccccn2)Oc2cc(C#CC3CC3)ccc2S1(=O)=O | -11.7 | nt |
| O=C(Nc1ccccc1-c1nc2ccccc2s1)c1ccc(-c2ccccc2[N+](=O)[O-])o1 | -6.6 | 2.6 |
| O=C(CSc1nc2ccccc2s1)Nc1ccccc1N1CCOCC1 | -16.6 | -3.0 |

| SMILES | mut p53 react | STK33 kin inh |
| --- | --- | --- |
| COc1ccc(C#Cc2ccc3c(c2)O[C@@H](CN(C)C(=O)NC2CCCCC2)[C@@H](C)CN([C@H](C)CO)S3(=O)=O)cc1 | -40.0 | nt |
| C[C@H]1CN([C@@H](C)CO)C(=O)c2cc(NC(=O)Nc3ccc(F)cc3)ccc2O[C@@H]1CN(C)S(=O)(=O)c1ccc(F)cc1 | nt | -0.5 |
| NC(=O)c1ccc(NC(=O)C2CCCN(S(=O)(=O)c3ccc(Br)cc3)C2)cc1 (stereo not drawn) | -9.5 | 0.4 |
| COc1cc(CO)ccc1Oc1nc([N+](=O)[O-])nn1Cc1ccccc1F | -14.7 | -5.1 |
| CCOC(=O)Nc1c[n+](N2CCOCC2)no1 | nt | -0.4 |
| Cc1cc2ncc(-c3ccn(S(=O)(=O)c4ccc(Cl)cc4)c3)nc2cc1C | -9.4 | nt |
| C[C@@H]1O[C@@H](Oc2cc(O)c3c(=O)c(O[C@@H]4O[C@@H](C)[C@H](O[C@@H]5O[C@@H](C)[C@H](O)[C@@H](O)[C@H]5O)[C@@H](O)[C@H]4O)c(-c4ccc(O)cc4)oc3c2)[C@H](O)[C@H](O)[C@H]1O | 11.7 | -7.6 |
| O=C(Cn1nc(C(F)(F)F)c2c1CCCCC2)Nc1ccc(S(=O)(=O)N2CCCC2)cc1 | 2.5 | -2.1 |
| Cc1cc(I)ccc1NC(=O)CN(c1cc(Cl)ccc1C)S(C)(=O)=O | -12.1 | -5.3 |
| COCC(=O)N(C)C[C@@H]1Oc2ncc(C#CCC3CCCC3)cc2C(=O)N([C@@H](C)CO)C[C@H]1C | 9.2 | nt |

Of the compounds above, 3 have a nitro group on carbon:
| SMILES | mut p53 react | STK33 kin inh |
| --- | --- | --- |
| COc1ccc(OC)c(NC(=O)COc2ccc([N+](=O)[O-])cc2)c1 | 23.0 | 2.0 |
| O=C(Nc1ccccc1-c1nc2ccccc2s1)c1ccc(-c2ccccc2[N+](=O)[O-])o1 | -6.6 | 2.6 |
| COc1cc(CO)ccc1Oc1nc([N+](=O)[O-])nn1Cc1ccccc1F | -14.7 | -5.1 |

Further compounds:
Cc1nc2sccn2c(=O)c1CCN1CCC(=C(c2ccccc2)c2ccc(F)cc2)CC1
  mut p53 react: nt
  STK33 kin inh: -0.4
Cc1ccccc1CN(C)C[C@@H]1OCc2cn(nn2)CCCC(=O)N([C@H](C)CO)C[C@@H]1C
  mut p53 react: nt
  STK33 kin inh: -0.1
O=C(COc1ccc([N+](=O)[O-])cc1)Nc1ccc2oc(-c3ccccc3F)nc2c1
  mut p53 react: 6.3
  STK33 kin inh: -2.9
CS(=O)(=O)N(CC(=O)Nc1cccc2ccccc12)c1ccc(Cl)cc1
  mut p53 react: 8.5
  STK33 kin inh: 1.7
O=c1ccc2ccc(Oc3ncnc4scc(-c5ccc(F)cc5)c34)cc2o1
  mut p53 react: -21.1
  STK33 kin inh: nt
C[C@@H]1CN([C@@H](C)CO)C(=O)c2cc(NC(=O)CCN3CCOCC3)ccc2O[C@H]1CN(C)C
  mut p53 react: -4.5
  STK33 kin inh: nt
O=C1CCC=CC1(O)C(=O)OCc1cccc(O)c1OC1OC(CO)C(O)C(O)C1O (stereo not drawn)
  mut p53 react: -14.9
  STK33 kin inh: -0.5
Cc1cccc(NC(=O)c2cc(NC(=O)C3CCCCC3C(=O)O)ccc2N2CCCCC2)c1 (stereo not drawn)
  mut p53 react: -15.7
  STK33 kin inh: -9.6
COc1ccc(NC(=O)CSc2nnnn2C)cc1
  mut p53 react: 9.5
  STK33 kin inh: 1.8
C[C@@H]1CCCCO[C@H](CN(C)Cc2ccc(Cl)c(Cl)c2)[C@@H](C)CN([C@H](C)CO)C(=O)c2cc(NC(=O)C3CCCCC3)ccc2O1
  mut p53 react: nt
  STK33 kin inh: -0.9

CC(C)NC(=O)N(C)C[C@H]1Oc2ccc(NC(=O)CCN3CCOCC3)cc2C(=O)N([C@H](C)CO)C[C@H]1C
  mut p53 react: -0.4
  STK33 kin inh: nt
C[C@@H]1CCCCO[C@H](CN(C)C(=O)CCC(F)(F)F)[C@@H](C)CN([C@@H](C)CO)C(=O)c2cc(NC(=O)CCC(F)(F)F)ccc2O1
  mut p53 react: -6.2
  STK33 kin inh: nt
Cc1cccc(NC(=O)CSc2nnc(-c3ccccc3)n2C2CCCCC2)c1C
  mut p53 react: -1.2
  STK33 kin inh: -1.1
C[C@@H]1CN([C@@H](C)CO)C(=O)c2cccc(NS(C)(=O)=O)c2O[C@@H]1CN(C)Cc1ccncc1
  mut p53 react: 0.7
  STK33 kin inh: nt
C[C@@H]1CN([C@@H](C)CO)C(=O)c2cc(Br)cnc2O[C@@H]1CN(C)Cc1cccc(F)c1
  mut p53 react: 10.0
  STK33 kin inh: nt
CNC[C@@H]1Oc2ccc(NS(=O)(=O)c3ccc(C)cc3)cc2CC(=O)N([C@@H](C)CO)C[C@@H]1C
  mut p53 react: nt
  STK33 kin inh: 3.1
C[C@@H]1CCCCO[C@@H](CN(C)C(=O)c2ccccc2)[C@H](C)CN([C@@H](C)CO)C(=O)c2cc(NC(=O)Nc3ccc4c(c3)OCO4)ccc2O1
  mut p53 react: -25.7
  STK33 kin inh: nt
Cc1cc2ccccc2n2c(SCC(=O)NCc3ccco3)nnc12
  mut p53 react: -20.8
  STK33 kin inh: -1.2
CN(C)/C=C/C(=O)C12CC3CC(CC(C3)C1)C2
  mut p53 react: nt
  STK33 kin inh: 0.8
CS(=O)(=O)N(CC(=O)Nc1ccc(I)cc1)C1CCCCC1
  mut p53 react: 7.5
  STK33 kin inh: 5.3

Cc1noc(C)c1S(=O)(=O)Nc1ccc2c(c1)C(=O)N([C@@H](C)CO)C[C@@H](C)[C@@H](CN(C)C(=O)NC(C)C)OCCCC[C@@H](C)O2
  mut p53 react: -4.0
  STK33 kin inh: nt
COc1ccc(CN(C)C[C@@H]2Oc3ccc(NC(=O)Cc4ccccc4)cc3CC(=O)N([C@@H](C)CO)C[C@@H]2C)cc1
  mut p53 react: 2.5
  STK33 kin inh: 1.2
O=C(O)CC(c1ccc(F)cc1)c1ccco1 (stereo not drawn)
  mut p53 react: -14.6
  STK33 kin inh: 0.5
O=[N+]([O-])c1ccccc1OCCCCSc1ncccn1
  mut p53 react: 23.4
  STK33 kin inh: 7.4
CSc1cccc(NC(=O)CSc2nnc(-c3ccc(Br)cc3)o2)c1
  mut p53 react: 48.4
  STK33 kin inh: -0.5
COCC#Cc1cnc2c(c1)C(=O)N([C@H](C)CO)C[C@@H](C)[C@H](CN(C)C(=O)Nc1cc(F)ccc1F)O2
  mut p53 react: 7.5
  STK33 kin inh: nt
C[C@H](CO)N1C[C@H](C)[C@H](CN(C)C(=O)CN2CCOCC2)Oc2ncc(C#C[C@@H](C)O)cc2C1=O
  mut p53 react: 1.5
  STK33 kin inh: nt
CCCN(C)C[C@@H]1Oc2cc(-c3ccc(F)cc3)ccc2S(=O)(=O)N([C@H](C)CO)C[C@@H]1C
  mut p53 react: 3.7
  STK33 kin inh: nt
C[C@H](CO)N1C[C@H](C)[C@H](CN(C)C(=O)c2cccnc2)Oc2ncc(C3=CCCC3)cc2C1=O
  mut p53 react: 4.6
  STK33 kin inh: nt
Cc1noc(C)c1NC(=O)N(C)C[C@@H]1Oc2ccc(NS(=O)(=O)c3ccccc3)cc2C(=O)N([C@@H](C)CO)C[C@@H]1C
  mut p53 react: nt
  STK33 kin inh: 0.0

In another format: results already given
Below each compound: mut p53 react, STK33 kin inh
> CSc1cccc(NC(=O)CSc2nnc(-c3ccc(Br)cc3)o2)c1
    48.4, -0.5
> COCC#Cc1cnc2c(c1)C(=O)N([C@H](C)CO)C[C@@H](C)[C@H](CN(C)C(=O)Nc1cc(F)ccc1F)O2
    7.5, nt
> C[C@H](CO)N1C[C@H](C)[C@H](CN(C)C(=O)CN2CCOCC2)Oc2ncc(C#C[C@@H](C)O)cc2C1=O
    1.5, nt
> CCCN(C)C[C@@H]1Oc2cc(-c3ccc(F)cc3)ccc2S(=O)(=O)N([C@H](C)CO)C[C@@H]1C
    3.7, nt
> C[C@H](CO)N1C[C@H](C)[C@H](CN(C)C(=O)c2cccnc2)Oc2ncc(C3=CCCC3)cc2C1=O
    4.6, nt

Further structures.
Cn1c(SCC(=O)Nc2sc3c(c2C#N)CCCC3)nnc1-c1ccccc1
  mut p53 react: -10.8
  STK33 kin inh: 1.7
C[C@H]1CN([C@@H](C)CO)C(=O)c2cc(C#CC3CC3)cnc2O[C@@H]1CN(C)Cc1cccc(C(=O)O)c1
  mut p53 react: 12.3
  STK33 kin inh: nt
C[C@@H]1CN([C@@H](C)CO)C(=O)c2cc(NC(=O)c3ccccc3)ccc2O[C@@H](C)CCCCO[C@H]1CN(C)C(=O)Nc1ccccc1
  mut p53 react: -9.9
  STK33 kin inh: nt
CNC[C@@H]1Oc2c(NC(=O)c3ccc(-c4nccs4)cc3)cccc2C(=O)N([C@H](C)CO)C[C@H]1C
  mut p53 react: -12.5
  STK33 kin inh: nt

Only part of the results is shown; count on the stated rates, not on these rows.
